TROY NFkB inh: inhibitors of TROY-dependent NF-kB signaling | inhibition, % at 10 µM | 0.98% of 360,000 active | Q293 LMP1-TROYcd NF-kB luciferase reporter, 4 h;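 active = compounds whose plate-normalised and pattern-corrected inhibition of the luciferase reporter signal at the single screening dose is 50% or more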
NR2E3 ag-1: agonists of human NR2E3 nuclear receptor; CHO-S Gal4-NCOR/VP16-NR2E3 two-hybrid, luciferase; inhibition of corepressor binding, % at 3.98 µM; 0.35% of 360,000 active; Q9Y5X4; AID 602229;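 active = inhibition above the mean of all tested compounds plus 3 SD, cut at about 70% in these data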;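 also: 0% = DMSO with NR2E3 transfected cells and 100% = cells lacking NR2E3 construct; higher means lower luciferase signal from less NR2E3 corepressor binding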
Target sequence (Q9Y5X4 whole entry, looked up, the tested form may be a part): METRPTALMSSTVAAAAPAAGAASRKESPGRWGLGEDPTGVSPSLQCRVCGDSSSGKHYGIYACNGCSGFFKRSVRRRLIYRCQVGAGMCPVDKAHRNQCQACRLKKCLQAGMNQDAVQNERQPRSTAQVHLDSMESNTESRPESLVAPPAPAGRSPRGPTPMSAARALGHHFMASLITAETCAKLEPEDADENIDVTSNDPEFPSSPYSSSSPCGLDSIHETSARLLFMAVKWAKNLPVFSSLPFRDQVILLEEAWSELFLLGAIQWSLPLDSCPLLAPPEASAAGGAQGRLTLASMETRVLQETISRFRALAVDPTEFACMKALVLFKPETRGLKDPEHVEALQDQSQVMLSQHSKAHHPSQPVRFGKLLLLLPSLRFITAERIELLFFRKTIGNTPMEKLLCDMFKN
C8 TRAIL sens: sensitizes caspase-8 expressing cells to TRAIL; NB7+C8 cells + TRAIL, ATPlite viability luminescence; 1% of 360,000 active; inhibition (viability loss, TRAIL sensitization), % at 10 µM; AID 624354;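 active = compounds causing at least 50% loss of cell viability in the single-dose screen, relative to plate controls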
CF NFkB inh: inhibitors of cystic fibrosis induced NF-kB | KKLEB NF-kB-GFP reporter, PAF-induced, GFP fluorescence overnight | inhibition, % at 5 µM | 0.86% of 360,000 active;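 active = at least 50% inhibition at 5 µM, scaled per plate between neutral and stimulator controls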;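 also: PAF is a Pseudomonas aeruginosa culture filtrate used as stimulus; plate controls were PAF-stimulated DMSO wells for no effect and unstimulated DMSO wells for full effect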
NR2E3 ag-2: activates human photoreceptor nuclear receptor NR2E3 | inhibition of corepressor binding, % at 4.78 µM | 0.12% of 320,000 active | Q9Y5X4 | GST-NR2E3/biotin-RetCOR TR-FRET, 1536-well | AID 2300;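 active = percent inhibition above the cutoff of mean plus 3 SD of all tested compounds, set per screening campaign, cut at about 20% in these data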;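 also: 0% = DMSO wells and 100% = biotin wells as full block of FRET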
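Format: 1536-well format; test system: GST-NR2E3 and biotin-RetCOR proteins; read-out basis: percent inhibition of TR-FRET ratio; timing: 5 h incubation at 4 °C; detection: time-resolved FRET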
HIF-2a inh: blocks HIF-2a reporter activity. 786-0 RCC cells HIF-2a reporter, luciferase luminescence, overnight. inhibition, % at 18.8 µM. 0.72% of 360,000 active. AID 624352;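 active = inhibition of the luminescence signal of 40% or more relative to plate controls, in a single-dose primary screen at 18.75 µM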
Peg3 prom inh: inhibitors of Peg3 promoter | HeLa PEG-Prom luciferase reporter, luminescence, overnight | inhibition, % at 20 µM | 1.7% of 360,000 active | AID 588405;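 active = inhibition of at least 50% at 20 µM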
KKLEB tox: counter-screen for CF NF-kB inhibitors: cytotoxicity | activity change (cytotoxicity), % at 5 µM | AID 602141 | KKLEB CF airway cells viability, ATPlite luminescence, overnight; stronger effect = lower value; cells stimulated with P. aeruginosa culture filtrate | 0.36% of 360,000 active;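 active = corrected activity change at or below -50% at 5 µM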
Shn3 inh set2: reduces Shn3 3'UTR luciferase signal in osteoblasts. Clone20 osteoblast Shn3 3'UTR firefly luciferase, 24 h. inhibition, % at 12.5 µM. 0.52% of 360,000 active;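 active = mean inhibition of at least 75% with every replicate also reaching 75%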;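 also: 0% = median of neutral control wells and 100% = pilot-screen positive control compound; some compounds past the cut are filed as inactive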
TWEAK Fn14 block: inhibitors of TWEAK-Fn14 interaction signaling; 2% of 360,000 active; AID 1159606; TWEAK-stimulated Fn14 reporter cells, luciferase luminescence, 8 h; inhibition, % at 10 µM; in the data active = inhibition above about 50%
TRPM1 prom inh: reduces MITF-dependent TRPM1 promoter luciferase signal; SK-MEL-5 TRPM1 promoter luciferase, 24 h; inhibition, % at 12.5 µM; 0.83% of 330,000 active;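 active = mean inhibition across replicates of 60% or more, whatever share of single replicates reaches that level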; also: values of inactives mirror those of a sister screen read the other way
Active calls of the source: *; / = not tested or not shown. Some of the compounds tested, so the mix of outcomes need not match the whole.

The line under a structure holds: TROY NFkB inh, NR2E3 ag-1, C8 TRAIL sens, CF NFkB inh, NR2E3 ag-2, HIF-2a inh, Peg3 prom inh, KKLEB tox, Shn3 inh set2, TWEAK Fn14 block, TRPM1 prom inh
1	CCCC(=O)n1nc(NCc2ccc(OC)cc2)nc1NCc1ccc(OC)cc1
    -5, -30, -15, 16, -1, 28, 14, -3, 8, -17, 9
2	CCOC(=O)C/C(C)=N/NC(=O)C1CC1(c1ccccc1)c1ccccc1 (stereo not drawn)
    5, -7, 11, 10, 2, 13, 3, -7, 13, 3, -13
3	CC[C@]12c3[nH]c4cc(-c5ccco5)ccc4c3CCN1C(=O)[C@@H](CC(=O)NCCc1ccccn1)C[C@@H]2C(=O)N1CCN(C(=O)C2CC2)CC1
    -2, -25, -12, -12, /, -16, -6, -2, -11, 12, -7
4	COc1ccc(NC(=S)N2CCCN(Cc3cccc(Cl)c3)C2)cc1
    8, 11, -28, 15, -4, -4, -4, -12, 6, -12, -6
5	CC(=O)c1cccc(NC(=O)CN2CCN(S(=O)(=O)/C=C/c3ccccc3)CC2)c1
    0, -20, -13, 0, -4, -1, 4, 2, -3, -21, 6
6	Cc1cc(C)c(NC(=S)N(CCc2ccncc2)C(C)C)c(C)c1
    -6, -15, -16, -13, 0, 9, 21, 1, /, -26, 6
7	CNC(=S)Nc1ccc(OCc2ccccc2)cc1
    -28, -24, -2, 15, 1, -135, -74, -5, -36, -14, -13
8	O=C(c1ccc(NC(=S)Nc2ccc(Cl)c(Cl)c2)cc1)N1CCCC1
    -19, -8, 21, -17, -4, -26, 11, 21, 21, -13, 2
9	CCC(c1nnnn1CCc1ccccc1)N1CCN(C(=O)c2ccco2)CC1 (stereo not drawn)
    2, -13, 1, -3, -1, 17, 20, -1, 2, 7, 3
10	COc1ccc(OC)c(CNC(=O)C2CCN(S(=O)(=O)N3CCCCC3)CC2)c1
    -6, -10, -10, -34, 2, 2, -12, 14, -4, -19, 15
11	Cc1ccc(C)c(N2CCN(C(=O)CCc3nc(-c4ccccc4)no3)CC2)c1
    -4, -34, 13, -5, /, -51, -43, 9, -19, -20, -5
12	CS(=O)(=O)N1CCN(C(=O)c2ccc(-c3ccccc3)cc2)CC1
    11, 19, -7, -5, -1, 2, -2, 4, 5, 14, 2
13	Cc1ccc(NC(=S)NCC2CCCO2)cc1 (stereo not drawn)
    -9, 0, -7, -15, 3, -93, -61, -11, -2, -27, -32
14	O=C(CCc1nc2sc3c(c2c(=O)[nH]1)CCCC3)NCCc1ccc(Cl)cc1
    1, 9, 4, -8, /, 14, 3, 4, 2, -11, /
15	CCOC(=O)Nc1ccc(S(=O)(=O)NCc2ccccc2)cc1
    7, 38, -10, 6, 1, -7, 0, 10, 5, 17, 2
16	O=C(O)CC(CCc1ccccc1)OC1OC(CO)C(O)C(O)C1O (stereo not drawn)
    1, -12, 5, -18, 8, 18, 10, 9, -22, 59*, 3
17	Cc1ccc(C(=O)NC2c3ccccc3-c3ccccc32)cc1
    4, -5, -48, 33, -1, 11, 13, -24, 11, -7, 18
18	Cc1ccccc1CN1CCC(CNC(=O)Nc2ccc(F)cc2F)CC1
    -20, 22, -9, -10, -2, 4, 4, 1, -17, -5, -38
19	NC(=O)c1cc(C(=O)Cc2ccc(Cl)cc2)c[nH]1
    -17, -39, -2, 4, 2, -104, -77, -14, 2, -9, -32
20	O=C1c2ccccc2CN1CCNS(=O)(=O)c1ccc(Cl)cc1
    1, 5, -6, 6, -1, 9, 1, 2, -11, -10, 3
21	OCCN1CCN(c2nnc(-c3ccccc3)c3ccccc23)CC1
    -10, -15, -5, 12, 0, 11, 6, 3, -30, 10, 1
22	C#CCOCCOCCOCCNc1nc(N2CCN(C(=O)[C@H](CO)n3cc([C@@H](N)C(C)C)nn3)CC2)nc(N2CCN(C(=O)[C@H](CO)n3cc([C@@H](N)C(C)C)nn3)CC2)n1
    -12, -26, -26, -9, /, 13, -7, -15, -10, 3, 1
23	CC1=NN(c2ccccc2C)C(=O)C1
    -9, 7, 8, 14, /, 5, 6, -10, 5, 34, 2
24	Cc1ccc(NC(=O)c2ccc3nc[nH]c3c2)c(O)c1
    -57, -39, 5, 4, 1, -188, -154, 2, -94, 0, -23
25	CC(C)Cn1c(=O)c(C(=O)Nc2ccccc2S(N)(=O)=O)c(O)c2ccccc21
    43, -43, -9, -6, 6, -12, -3, -6, 0, 31, 5
26	O=C(O)CSc1cc(C(=O)c2ccccc2O)cn2c(=O)c3c(-c4ccccc4)csc3nc12
    23, -16, -20, 5, 1, -4, 12, -3, -16, 10, 13
27	CCOc1ccc(C2C(C(=O)Nc3ccc(F)cc3)=C(C)Nc3nc(CCCO)nn32)cc1 (stereo not drawn)
    14, -11, 1, 12, -2, 5, 6, -3, -13, -3, -1
28	Cc1c(NS(=O)(=O)c2cccc3nsnc23)c(=O)n(-c2ccccc2)n1C
    15, 4, 6, 4, -1, 19, 8, 5, 0, 2, 5
29	CCOc1ccc(N(CC(=O)Nc2ccc(CC)cc2)S(=O)(=O)c2c(C)[nH]c(=O)[nH]c2=O)cc1
    -5, -7, 7, -7, 2, -10, -20, 6, -25, 7, 4
30	Cc1ccc2c(c1)CCCN2C(=O)c1ccco1
    7, -10, -9, -14, 1, -12, 1, 7, -26, -1, -3

Some of the entries so far, with each value named.
14. O=C(CCc1nc2sc3c(c2c(=O)[nH]1)CCCC3)NCCc1ccc(Cl)cc1
  TROY NFkB inh: 1 | NR2E3 ag-1: 9 | C8 TRAIL sens: 4 | CF NFkB inh: -8 | NR2E3 ag-2: / | HIF-2a inh: 14 | Peg3 prom inh: 3 | KKLEB tox: 4 | Shn3 inh set2: 2 | TWEAK Fn14 block: -11 | TRPM1 prom inh: /
27. CCOc1ccc(C2C(C(=O)Nc3ccc(F)cc3)=C(C)Nc3nc(CCCO)nn32)cc1 (stereo not drawn)
  TROY NFkB inh: 14 | NR2E3 ag-1: -11 | C8 TRAIL sens: 1 | CF NFkB inh: 12 | NR2E3 ag-2: -2 | HIF-2a inh: 5 | Peg3 prom inh: 6 | KKLEB tox: -3 | Shn3 inh set2: -13 | TWEAK Fn14 block: -3 | TRPM1 prom inh: -1

New compounds follow
The line under a structure holds: TROY NFkB inh, NR2E3 ag-1, C8 TRAIL sens, CF NFkB inh, NR2E3 ag-2, HIF-2a inh, Peg3 prom inh, KKLEB tox, Shn3 inh set2, TWEAK Fn14 block, TRPM1 prom inh
31	O=C(NCC1CCCO1)c1ccccc1NS(=O)(=O)c1cc([N+](=O)[O-])ccc1Cl (stereo not drawn)
    -1, 23, 3, 10, /, 7, 12, -1, -12, 0, -6
32	O=C(Nc1ccc2c(c1)OCCO2)C(c1ccnc2ccccc12)N1CCC(Cc2ccccc2)CC1 (stereo not drawn)
    30, -21, 0, -6, /, -58, -41, -25, 18, 11, /
33	COc1cccc(C=NNC(=O)c2ccncc2)c1O
    -12, 2, 9, -20, /, 15, 29, 11, 78, 6, 6
34	CCOC(=O)c1oc2c(c1C)/C(=N/O)CCC2
    -47, -32, 6, 2, -2, -143, -148, 1, -28, -2, -54
35	CC(C)=C1C2CCC1C(C(=O)NCCc1ccccc1)C2C(=O)O (stereo not drawn)
    -2, -122, -8, 1, 0, 16, -6, 2, 0, 9, 0
36	CSc1ncc(Cl)c(C(=O)Nc2ccccc2[N+](=O)[O-])n1
    -2, -8, -10, -15, 5, 11, -9, 7, -26, -6, 9
37	COc1ccc(OCc2nnc(SCC(=O)NCC3CCCO3)n2N)cc1 (stereo not drawn)
    10, -2, -3, 8, /, 12, -5, 1, -3, 7, -12
38	CC(C)c1ccc(N(CC(=O)NCCSCc2ccco2)S(C)(=O)=O)cc1
    -11, -21, 0, 6, -1, -6, 5, -8, 14, -3, -5
39	Cc1csc(NC(=O)CSc2nnc3c4ccccc4nc(C(C)(C)C)n23)n1
    36, -29, -5, 32, 6, 22, 43, -7, 17, 37, 28
40	COC(=O)c1ccc(OC(=O)c2cnccn2)cc1
    5, 2, 7, -13, 1, 17, -9, -4, -8, 33, 7
41	COc1cccc(CN(C)C(=O)C2CSC3(C)CCC(=O)N23)c1OC (stereo not drawn)
    -5, -20, 9, -4, 3, 7, 3, -8, -6, 3, 11
42	CN(C(=O)CSc1nnc(COc2ccccc2F)n1N)C1CCS(=O)(=O)C1 (stereo not drawn)
    -18, -7, -7, -22, -2, 7, -3, -2, -6, 1, -4
43	O=C(c1cccs1)N1N=C(c2ccccc2)CC1c1ccc(O)cc1 (stereo not drawn)
    7, -35, 7, -11, -2, -13, -12, 5, -27, -16, 19
44	CCCc1cc(=O)n2[nH]c(C)c(-c3ccccc3OC)c2n1
    7, 0, -7, 5, /, 15, 6, -4, 8, 6, /
45	Clc1ccc(COc2ccccc2-c2ccnc3ncnn23)cc1
    -61, -80, -1, -18, 4, -156, -160, 3, -43, -18, -37
46	O=C(CN1C(=O)CSC1=O)Nc1ccccc1N1CCOCC1
    12, -22, 10, 9, 3, 19, 2, 2, 5, 12, -6
47	CCS(=O)(=O)N1Cc2ccccc2CC1C(=O)Nc1ccc(F)cc1 (stereo not drawn)
    -54, -66, -5, -10, 1, -100, -69, -5, -17, -24, -24
48	COc1ccc(C(=O)Nc2cccc3nc(C)ccc23)c(OC)c1
    6, -26, -1, -10, 2, -44, -39, 14, 21, 1, -12
49	COc1cc(OC)c(C2C(C#N)=C(N)Oc3cc(C)n(CCCN4CCOCC4)c(=O)c32)cc1OC (stereo not drawn)
    3, -12, -9, -10, -2, 22, 5, 11, -11, 3, 1
50	Cc1ccc(N=CC=C2OC(C)(C)C(C)(C)O2)cc1
    14, 0, 3, -8, -1, -25, -16, 2, -25, 18, -28
51	Cc1ccc(S(=O)(=O)N(C)C[C@@H]2OCc3cnnn3CCCC(=O)N([C@H](C)CO)C[C@H]2C)cc1
    6, -9, -6, -17, /, 10, -8, 4, -12, -2, /
52	COc1ccc(S(=O)(=O)n2nc(OC(=O)c3ccncc3)cc2N)cc1
    -17, -17, -3, -1, 0, 12, -2, 1, -14, -5, 6

Full records from above:
`CCCC(=O)n1nc(NCc2ccc(OC)cc2)nc1NCc1ccc(OC)cc1` is listed with TROY NFkB inh: -5; NR2E3 ag-1: -30; C8 TRAIL sens: -15; CF NFkB inh: 16; NR2E3 ag-2: -1; HIF-2a inh: 28; Peg3 prom inh: 14; KKLEB tox: -3; Shn3 inh set2: 8; TWEAK Fn14 block: -17; TRPM1 prom inh: 9
`CCOc1ccc(N(CC(=O)Nc2ccc(CC)cc2)S(=O)(=O)c2c(C)[nH]c(=O)[nH]c2=O)cc1` is listed with TROY NFkB inh: -5; NR2E3 ag-1: -7; C8 TRAIL sens: 7; CF NFkB inh: -7; NR2E3 ag-2: 2; HIF-2a inh: -10; Peg3 prom inh: -20; KKLEB tox: 6; Shn3 inh set2: -25; TWEAK Fn14 block: 7; TRPM1 prom inh: 4
